# Screening data: PubChem, several laboratories
# 5HT1a ag = activates the human 5-HT1a serotonin receptor; P08908; CHO 5-HT1a Ga15 NFAT-bla reporter, FRET ratio; 0% basal, 100% maximal reference agonist; activation, % at 10 µM; actives 0.56% (n = 65,000); AID 567;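 active = activation above the screen-wide mean activation plus 3 SD, cut at about 19% in these data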;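 note: 0% = DMSO wells and 100% = 5-CT at EC100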
# Hsp90 block = displaces geldanamycin probe from tumor Hsp90. P07900. NCI-N417 lysate Hsp90, Cy3B-geldanamycin FP displacement. inhibition, % at 30 µM. actives 0.35% (n = 64,000). AID 429;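 active = inhibition above 50%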;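 note: 0% = tracer plus lysate wells and 100% = tracer alone without lysate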
# CatL inh = inhibitors of human cathepsin L; actives 0.17% (n = 58,000); inhibition, %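 (tested at 10 µM)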; P07711; purified cathepsin L, fluorogenic substrate, fluorescence; AID 460; in the data active = inhibition above about 45%;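 note: 0% = enzyme with no compound and 100% = no enzyme blank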
# CatG inh = blocks human cathepsin G enzyme activity. AID 581. P08311. purified enzyme, AMC-tetrapeptide fluorescence, pooled mixtures. inhibition, % at 5 µM (by protocol). actives 0.2% (n = 62,000);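 active = inhibition above 20% in each of the two mixture wells holding the compound; inactive = inhibition of 20% or less in either well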;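 note: 0% = enzyme control without mixture and 100% = blank lacking enzyme; strong numbers were not always called active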
# DUSP1 inh = human dual specificity phosphatase 1 inhibition | actives 0.15% (n = 65,000) | recombinant MKP-1, OMFP hydrolysis fluorescence | inhibition, %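 (compounds tested at a single concentration somewhere between 10 and 100 µM)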 | AID 374 | P28562;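 active = inhibition above about 50%, limit read from the data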;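 note: 0% = DMSO max control wells and 100% = wells with enzyme stopped by NaOH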
# Target sequence (P28562 whole entry, looked up): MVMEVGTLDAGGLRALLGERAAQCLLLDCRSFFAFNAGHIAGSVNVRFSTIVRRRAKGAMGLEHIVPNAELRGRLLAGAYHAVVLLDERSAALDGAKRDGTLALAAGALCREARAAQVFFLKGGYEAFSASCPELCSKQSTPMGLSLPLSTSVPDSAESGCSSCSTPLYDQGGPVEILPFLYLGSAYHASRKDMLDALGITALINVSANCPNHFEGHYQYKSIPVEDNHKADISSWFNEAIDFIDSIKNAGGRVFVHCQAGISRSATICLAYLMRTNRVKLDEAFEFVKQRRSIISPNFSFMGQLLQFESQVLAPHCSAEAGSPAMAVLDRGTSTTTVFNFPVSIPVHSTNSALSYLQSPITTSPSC
# C1s inh = blocks human complement C1s protease activity; purified C1s, fluorogenic AMC substrate, pooled mixtures; mean inhibition % of two 10-compound mixtures (active compounds read high), % at 5 µM (by protocol); actives 0.16% (n = 62,000); AID 538; P09871;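 active = inhibition above 20% in each of the two 10-compound mixture wells holding the compound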;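 note: 0% = enzyme wells lacking compound mixture and 100% = no-enzyme blank wells; some compounds called inactive have numbers as strong as hits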
# FXIa inh mix = inhibitors of human coagulation factor XIa, pooled mixtures | AID 680 | actives 0.19% (n = 62,000) | inhibition, % at 5 µM | purified FXIa, fluorogenic substrate;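 note: each value is inhibition by a whole ten-compound pool holding the compound; 0% = enzyme with no mixture and 100% = wells lacking enzyme; strong numbers were not always called active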
# Cdc25B block = inhibitors of human Cdc25B phosphatase | P30305 | inhibition, %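 (compounds tested at 10 µM final in the well)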 | recombinant Cdc25B, OMFP fluorescence Ex485/Em525 | actives 0.1% (n = 65,000); in the data active = inhibition above about 50%
# Target sequence (P30305 whole entry, looked up): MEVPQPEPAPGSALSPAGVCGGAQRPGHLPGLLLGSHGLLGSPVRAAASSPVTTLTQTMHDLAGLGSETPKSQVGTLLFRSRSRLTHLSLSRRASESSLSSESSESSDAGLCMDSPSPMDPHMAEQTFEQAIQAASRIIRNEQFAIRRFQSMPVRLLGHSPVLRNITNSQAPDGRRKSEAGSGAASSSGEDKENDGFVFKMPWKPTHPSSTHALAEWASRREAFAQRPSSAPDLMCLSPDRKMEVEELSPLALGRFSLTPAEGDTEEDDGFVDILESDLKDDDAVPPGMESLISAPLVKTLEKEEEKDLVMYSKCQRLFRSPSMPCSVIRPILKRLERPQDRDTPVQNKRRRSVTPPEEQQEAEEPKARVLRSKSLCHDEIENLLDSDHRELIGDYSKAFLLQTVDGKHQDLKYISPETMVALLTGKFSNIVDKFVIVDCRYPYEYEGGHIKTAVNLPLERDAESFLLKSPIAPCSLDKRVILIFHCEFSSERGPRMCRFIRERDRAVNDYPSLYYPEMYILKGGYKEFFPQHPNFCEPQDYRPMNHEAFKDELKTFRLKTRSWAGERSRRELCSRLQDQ
# FXIIa inh mix = inhibitors of human coagulation factor XIIa, pooled mixtures; inhibition, % at 5 µM; P00748; actives 0.2% (n = 62,000); purified FXIIa, fluorogenic substrate;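 note: 0% = enzyme without compound and 100% = no enzyme blank; some results filed as inactive read as strong as hits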
# Numbers without * were called inactive; / = no result given. Cut-off read from the data, not from the text of the source, unless noted: active = inhibition above about 20% (passing the limit was not always enough); inactive = the rest. An unsorted share of the library (roughly 1.6% active in at least one column).
SMILES,5HT1a ag,Hsp90 block,CatL inh,CatG inh,DUSP1 inh,C1s inh,FXIa inh mix,Cdc25B block,FXIIa inh mix
CC(C)CNC(=O)C1C2C=CC(C2)C1C(=O)O (configuration not stated),-1.4,2,-4,44,-4,2,4,5,3
CN(C)CCCNC(=O)C1CCNCC1,-3.0,-1,-4,7,7,-3,3,-3,0
Cn1c(-c2ccc(Cl)cc2)cnc1N,-2.9,-1,7,15,8,2,8,-2,1
O=C(CSc1nnc2c(Cl)cc(Cl)cn12)N1CCN(S(=O)(=O)c2ccccc2)CC1,0.7,0,13,10,1,1,-1,-8,2
COc1ccc2ccccc2c1CN1CCN(C)CC1,-0.5,-2,-4,5,-2,-18,-4,-2,-5
Cc1ccc(S(=O)(=O)N2CCC(C(=O)OC(C)C(=O)NCc3ccc4c(c3)OCO4)CC2)cc1 (configuration not stated),1.1,-4,21,6,-27,-1,-3,-4,7
COc1nc2cc(C)ccc2cc1-c1noc(-c2cccnc2)n1,-3.9,-13,-5,9,1,8,3,0,-7
Cc1ccc(NCc2nnc(SCc3ccc(C#N)cc3)n2Cc2ccco2)c(C)c1,-1.4,-1,28,9,16,8,16,15,0
CNC(=O)c1sc2nc(-c3ccc(OC)cc3)cn2c1C,-3.1,-3,11,-9,15,-47,7,1,3
Cc1cc(C)nc(N(C#N)Cc2ccccc2)n1,-0.1,1,2,1,3,-34,13,-5,-27
CSCCC(NC(=O)c1occc1C)C(=O)O (configuration not stated),-1.3,1,12,12,-5,13,7,-6,3
CC(=O)c1sc(NC(=O)C2(F)C(F)(F)C(F)(F)C(F)(F)C(F)(F)C2(F)F)nc1C,1.2,-16,-3,9,-9,2,1,2,-17
COCCNC(=O)C(c1ccc(C)o1)N(C(=O)c1snc(C(N)=O)c1N)c1ccc(C)cc1 (configuration not stated),1.1,-1,5,4,11,5,9,-13,6
Cc1ccc2[nH]c(=O)c3cc(C(=O)N4CCN(C(=O)c5ccco5)CC4)sc3c2c1,-1.1,-1,/,1,34,-26,3,3,0
CCCC1C(c2ccco2)NC(c2ccco2)CC1(C)O (configuration not stated),-1.2,-4,6,-2,-16,-23,-3,-2,8
CSC1=NCCN1C(=O)c1ccc2c(c1)OCO2,-0.1,1,-4,11,4,9,6,5,5
CCOc1cccc(=O)c2c(C)n(Cc3ccco3)c(C)c12,2.0,-5,6,12,10,-19,8,-5,-28
O=C(c1ccc2ccccc2n1)N1CCN(c2ccccc2)CC1,-1.4,-3,-6,-5,-7,-2,3,-6,2
C=CCOc1ccc(/C=N/n2cncn2)cc1OC,-1.0,-3,-2,-7,-1,-29,-1,-2,-14
S=c1nc2ccccc2c2nc(-c3ccccc3)[nH]n12,-0.9,-1,/,9,4,4,-1,-12,1
Cc1ccc2nc3ccc(N4CCN(C)CC4)nn3c(=O)c2c1,-3.5,-7,-12,8,-4,-10,5,-10,13
O=C1CCCC2=C1C(c1ccc(Br)cc1)c1c([nH]c(=S)[nH]c1=O)N2 (configuration not stated),-2.1,-3,13,7,-1,6,9,-6,-16
CCCCCc1nc2sc3c(c2c(=O)n1N)CCC3,-1.4,-5,-11,/,-9,/,/,3,/
CCc1ccccc1N(C(=O)Cn1nnc2ccccc21)C(C(=O)NCCOC)c1ccco1 (configuration not stated),-0.6,1,-5,50,20,4,16,-4,11
COc1ccc(C(=O)Nc2nncs2)c(OC)c1,2.0,-5,-1,10,-5,17,6,-15,2
# The list goes on.
SMILES,5HT1a ag,Hsp90 block,CatL inh,CatG inh,DUSP1 inh,C1s inh,FXIa inh mix,Cdc25B block,FXIIa inh mix
Cc1cc(NC(=O)COn2nnc3ccccc32)no1,-1.9,-1,-9,5,8,1,10,-10,0
CC1(c2ccc(OC(F)F)cc2)NC(=O)N(CC(=O)Nc2ccc3c(c2)OCO3)C1=O (configuration not stated),-0.7,-1,7,15,1,2,31,5,31
CCCc1[nH]n(-c2nc3ccccc3s2)c(=O)c1C=NCC1CCCO1 (configuration not stated),1.6,-2,14,11,-24,-4,-1,4,10
Cc1cc(C(=O)CN2C(=O)CCC2=O)c(C)n1Cc1ccccc1,-3.1,-5,-4,-7,27,-44,-2,8,-11
O=C(CC1(O)C(=O)N(Cc2ccc3c(c2)OCO3)c2ccccc21)c1ccccc1 (configuration not stated),-1.2,3,-4,1,0,-17,4,-6,3
O=C(O)C1CCCN1C(=O)Oc1ccccc1 (configuration not stated),-2.6,-5,-5,-1,-8,-16,-2,3,11
CC(C)(C)C(=O)Nc1c2c(nc3c1CCC3)CCCC2,-3.7,-3,2,-11,35,-108,-10,8,-2
O=C1CN(S(=O)(=O)c2ccc(F)cc2)CC(=O)N1CCc1ccccc1,-0.8,-5,-6,-3,-3,-3,6,7,7
CCOCCCNS(=O)(=O)c1ccc2c(c1)OCCO2,-2.0,0,13,8,-19,-5,-1,-10,10
CCOC(=O)c1cccc(NC(=O)CN2CCN(c3ccc(OC)cc3)CC2)c1,-1.5,4,-6,6,-17,3,2,-2,16
COc1ccccc1Cc1noc(-c2cc(Cl)ccc2OC)n1,-0.8,-11,9,5,1,-15,-3,-21,5
COc1ccc(C2NCCc3cc(OC)c(OC)cc32)cc1OC (configuration not stated),0.7,-4,14,-10,2,-18,1,-14,-2
COc1cc2nc(N3CCNCC3)nc(N)c2cc1OC,-0.5,-5,-14,9,13,-17,-4,-29,-1
Cc1ccc(S(=O)(=O)NC2=NCN(C3CCCCC3)CN2)cc1,-5.1,-3,0,11,1,6,2,-13,1
Cc1cc(N2C(=O)C(=O)/C(=C(/O)c3ccc(F)cc3)C2c2ccc(F)cc2)no1 (configuration not stated),2.6,2,16,0,12,-158,-1,14,-6
CCCn1c(=O)c2ccccc2n2c(SCC(=O)c3ccc(F)cc3)nnc12,-1.6,3,14,6,27,11,1,-4,6
CCOC(=O)CC(=O)Nc1ccc(Br)cc1C(=O)O,-0.5,-3,13,9,5,9,5,-10,1
COc1ccc(N2C(=O)C3CCCN3C2c2ccc(C)o2)cc1Cl (configuration not stated),0.9,-4,9,12,11,21,3,27,3
CN(C)CCCNCCCCNC(=O)/C=N/O,0.8,3,21,/,-18,/,/,20,/
CCCn1nnnc1SCC(=O)c1ccc(NC(C)=O)cc1,-0.1,-2,7,5,-5,-7,-1,-27,-2
O=C(O)c1ccccc1SCc1ccc2c(c1)OCO2,-2.3,0,16,27,9,8,3,-14,27
CN1/C(=C\P(=O)(N(C)C)N(C)C)C(C)(C)c2ccccc21,-0.5,-56,5,8,3,14,3,-9,1
CN(C)Cc1c(O)ccc2occ(C(O)c3ccccc3)c12 (configuration not stated),0.9,1,/,-4,3,-13,3,-23,-20
O=c1c(-c2ccccc2)c(O)c2cccc3c2n1CCC3,-0.8,-5,-1,10,-29,19,-2,-13,-3
CCOc1ccc(OCc2cccc(C(=O)O)c2)cc1,0.5,-3,6,6,6,-9,-7,-2,4
# Other entries:
SMILES,5HT1a ag,Hsp90 block,CatL inh,CatG inh,DUSP1 inh,C1s inh,FXIa inh mix,Cdc25B block,FXIIa inh mix
COC(=O)C1=C(C)Nc2ncnn2C1c1ccc(OC(=O)c2ccccc2)cc1 (configuration not stated),-2.8,0,-2,-1,11,-2,4,-5,8
Cc1nc2ncnn2c(C)c1CCC(=O)N1CCOCC1,-2.6,0,-2,9,19,7,5,-4,5
C=CCC(NCCCO)c1cccc(OC)c1OC (configuration not stated),0.0,-5,-3,5,-21,-19,-8,-21,-11
CC(C)CN(C(=O)CSc1nnc2c(Cl)cc(C(F)(F)F)cn12)C1CCS(=O)(=O)C1 (configuration not stated),-2.9,-1,-2,5,25,-21,-6,2,6
Nc1nnc(CSCc2ccccc2)s1,0.6,4,-1,2,6,3,10,-14,-5
NS(=O)(=O)c1cc2c(cc1Cl)NC(C(Cl)Cl)NS2(=O)=O (configuration not stated),-3.0,1,10,-1,-21,2,5,-9,14
Cc1cccc(OCCc2nnc(N)s2)c1C,0.5,2,26,2,-14,1,23,-9,4
Cc1ccc(-n2nc3cc(Cl)c(NC(=O)c4ccco4)cc3n2)cc1,0.4,-9,-9,5,3,-13,3,16,-13
Cc1nc(NCCN2CCOCC2)c2oc3ccccc3c2n1,0.9,/,/,0,9,-13,1,-1,3
CCNc1nc(N)c(C(=O)c2ccc(Cl)s2)s1,1.1,-7,-13,3,-6,4,9,3,8
CCN1CCCC1CNC(=O)c1cn(CC)c2ccc(S(=O)(=O)N3CCCCCC3)cc2c1=O (configuration not stated),-2.2,-5,6,-1,-8,-30,0,9,10
Cc1cc(C)c2c(c1)NC(=O)C2(O)CC(=O)c1cccs1 (configuration not stated),-2.5,-18,5,4,26,-7,10,0,1
COc1ccc(C(=O)NCc2nnc(SCC(=O)N3CCC(C)CC3)o2)cc1OC,1.3,-3,-11,9,-6,11,5,-6,4
CCOC(=O)C1C(=O)N(C(=O)c2cncc(Br)c2)CC1c1ccccc1 (configuration not stated),-0.4,-1,5,12,15,11,1,2,6
C=CCOc1ccc(/C=C/C(C)=N\O)cc1,0.1,-1,11,12,1,15,4,2,5
O=S(=O)(O)c1nnc2sc3ccccc3n12,-0.2,2,32,12,2,12,4,-7,0
Cc1cc(C(=O)Nc2ccccc2C#N)n(-c2ccccc2)n1,-1.1,-1,14,-9,-6,-1,3,-1,-1
COc1ccc(N2C(=O)C(Cl)=C(N(CCO)Cc3ccccc3)C2=O)cc1,-3.5,-3,/,/,6,/,/,-1,/
CCOc1ccc(C(C)(C)C)cc1S(=O)(=O)N1CC(C)OC(C)C1 (configuration not stated),0.1,-1,14,3,6,-35,-4,-10,-20
O=C(COc1ccc(S(=O)(=O)NC2CCCCC2)cc1)NCC1CCCO1 (configuration not stated),-0.7,-8,9,0,19,-6,0,-8,2
CC(C)OCCCNC(=O)c1ccc(NS(C)(=O)=O)cc1,-3.5,0,11,-12,5,-84,-13,2,7
COc1cc(SC)ccc1C(=O)Nc1ccc(S(=O)(=O)N2CCCC2)cc1,1.0,-1,/,10,-2,12,4,-5,2
CCOC(=O)Cc1c(C)c2c(C)nn(-c3ccccc3)c2oc1=O,-1.1,-15,-10,-6,21,-19,8,-4,-2
Cn1c(=O)cc(OCCCC(=O)N2CCN(c3ccccn3)CC2)c2ccccc21,-1.2,-2,21,1,22,4,2,-6,6
Nc1nc2ccc(C(=O)NC3CCCCC3)cc2s1,-2.8,0,/,10,4,-6,-5,-11,0

# Copied from the list.
# Value for Cn1c(=O)cc(OCCCC(=O)N2CCN(c3ccccn3)CC2)c2ccccc21 under CatG inh: 1
# Value for CC(C)OCCCNC(=O)c1ccc(NS(C)(=O)=O)cc1 under CatL inh: 11

# Next results:
SMILES,5HT1a ag,Hsp90 block,CatL inh,CatG inh,DUSP1 inh,C1s inh,FXIa inh mix,Cdc25B block,FXIIa inh mix
O=C(C1CCCN(S(=O)(=O)c2cnc[nH]2)C1)N1CCN(Cc2ccccc2)CC1 (configuration not stated),-2.5,-4,/,-2,6,-7,5,-13,-16
Cc1nc2sc3c(c2c(=O)o1)CC(C)(C)OC3,2.1,-7,33,/,-12,/,/,-16,/
CCOC(=O)N1CCN(C(=O)c2cccn3c(=O)c4sccc4nc23)CC1,-2.0,0,-24,-17,4,-33,-5,-9,4
CC1Cc2ccccc2N1C(=O)CSc1nc2ccccc2o1 (configuration not stated),-0.5,0,11,-1,-4,2,1,6,2
O=C(O)C1C2C=CC(O2)C1C(=O)Nc1ccc2c(c1)OCCO2 (configuration not stated),-2.9,10,10,0,0,-23,0,-8,3
Cc1ccc(C)c(S(=O)(=O)N2CC(=O)Nc3ccccc32)c1,-3.0,1,2,-13,-2,-17,0,-3,-4

# Results in CatG inh, CatL inh and C1s inh (three entries from above):
structure	CatG inh	CatL inh	C1s inh
O=C(C1CCCN(S(=O)(=O)c2cnc[nH]2)C1)N1CCN(Cc2ccccc2)CC1 (configuration not stated)	-2	/	-7
Cc1nc2sc3c(c2c(=O)o1)CC(C)(C)OC3	/	33	/
CCOC(=O)N1CCN(C(=O)c2cccn3c(=O)c4sccc4nc23)CC1	-17	-24	-33
